# Screening data (PubChem BioAssay)
# BAZ2B block – qHTS Assay for Inhibitors of BAZ2B | Bromodomain adjacent to zinc finger domain protein 2B (Homo sapiens), Q9UIF8 | AlphaScreen BAZ2B-H3K14Ac peptide displacement | Potency, µM (top dose mostly 114 µM), without a hit: top-dose activity change, negative = inhibition, usual class: inhibitors | 360,000 compounds, 4.4% hits | AID 504333, 2011; note: % is set by controls: 0 for no effect and ±100 for the full control effect; nearly all actives have a fitted effect of over 60% in size
#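 BAZ2B 50 nM plus b-H3(5-23)K14Ac 50 nM, PBS pH 7.4/0.01% Tween-20, 30 min RT; compound added (max 110 uM), 30 min RT; streptavidin donor/Ni-chelate acceptor beads 10 ug/mL final, 20 min dark; AlphaScreen read.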
# Pin1 inh – qHTS Assay to Find Inhibitors of Pin1. Peptidyl-prolyl cis-trans isomerase NIMA-interacting 1 (Homo sapiens), Q13526. Pin1 FP peptide displacement, HiFluor488, 10 min. Potency, µM (titrated, usually from 115 µM), without a hit: at the highest dose activity, negative = inhibition, actives largely listed as inhibitors. 390,000 compounds, 0.009% hits. AID 504891, 2011; active = well fitted inhibition curve with a large enough effect in the polarisation, with a control signal flat, not every such curve was filed as active; inconclusive = small, poorly fitted or top-dose-only effect, or effect the other way, or a change in a side signal; inactive = no such curve, though single readings can be large or run the other way; the % refers to the polarisation; note: % is set by controls: 0 for no effect and ±100 for the full control effect
# G9a block – qHTS Assay for Inhibitors of Histone Lysine Methyltransferase G9a; Histone-lysine N-methyltransferase EHMT2 (Homo sapiens), Q96KQ7; G9a H3K9 monomethylation, AlphaScreen, 2 h; Potency, µM (top dose mostly 102 µM), without a hit: at the top dose activity, negative = inhibition, actives largely listed as inhibitors; 350,000 compounds, 8.8% hits; AID 504332, 2011; note: % is set by controls: 0 for no effect and ±100 for the full control effect; nearly all actives have a fitted effect of over 75% in size
#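 Chemiluminescent proximity detection of H3K9 monomethylation, read after 10 min bead incubation in the dark. Reaction: 20 nM G9a, 500 nM biotin-H3K9 peptide, 20 uM SAM cofactor, 2 h, room temperature, following 15 min enzyme-compound preincubation.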
# Pol iota inh – qHTS for Inhibitors of Polymerase Iota; AID 588590, 2011; Pol iota fluorescent replication assay, 10 min; Potency, µM (titrated, usually from 115 µM), for inactives: at the top dose activity, negative = inhibition, actives largely listed as inhibitors; 390,000 compounds, 1% hits
#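 Pol iota at 10 nM preincubated 15 min with compounds at room temperature; reaction started with fluorescent substrate, 50 nM final. Fluorescence read kinetically at 0 and 10 min; buffer-only wells as negative control.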
# HP1b binding inh – HTS for Inhibitors of HP1-beta Chromodomain Interactions with Methylated Histone Tails; 390,000 compounds, 0.56% hits; AlphaScreen HP1-beta / biotin-H3K9me3 peptide binding; Potency, µM (series often up to 114 µM), inactives show at the highest dose activity change, negative = inhibition, hits mostly inhibitors; AID 540317, 2011; note: nearly all actives have a fitted effect of over 70% in size; inactives centre near 23
#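 HP1-beta protein (50 nM final) preincubated 30 min at room temperature with biotinylated H3(1-18)K9me3 peptide (50 nM) in PBS pH 7.4, 0.01% Tween-20, then compound added for 30 min. AlphaScreen streptavidin donor/nickel chelate acceptor beads (10 ug/mL final), 30 min dark, luminescence read.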
# Tb PGK inh – qHTS Assay to Find Inhibitors of Phosphoglycerate Kinase. Potency, µM (top dose mostly 57.5 µM), for the others: top-dose activity change, negative = inhibition, most hits filed as inhibitors. PGK/GAPDH coupled, Kinase-Glo luminescence, 60 min. 380,000 compounds, 0.043% hits; note: % is set by controls: 0 for no effect and ±100 for the full control effect; nearly all actives have a fitted effect of over 60% in size
#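 Recombinant glycosomal PGK reaction used 1,3-bisphosphoglycerate generated in-well by GAPDH (100nM final) in 100mM TEA pH 7.6, 5mM MgCl2, 0.01% Tween-20. After 60 minutes at room temperature, ATP was read by Kinase-Glo Plus luminescence end-point.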
# GLS inh – qHTS for Inhibitors of Glutaminase (GLS); Glutaminase kidney isoform, mitochondrial (Homo sapiens), O94925; 410,000 compounds, 0.21% hits; GLS enzymatic activity, qHTS titration; Potency, µM (top dose mostly 45.5 µM), inactives show at the highest dose activity change, negative = inhibition, actives largely listed as inhibitors; AID 624170, 2012; note: % is set by controls: 0 for no effect and ±100 for the full control effect
#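 hKGA in 45 mM KH2PO4 pH 8.2, 0.02% Tween-20 with pin-transferred compounds; 1 mM L-glutamine (stock) plus glutamate oxidase/HRP/Amplex Red coupling added. Fluorescence read initially and after 30 min at RT.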
# JMJD2A Tudor – qHTS Assay for Inhibitors of JMJD2A-Tudor Domain; Lysine-specific demethylase 4A (Homo sapiens), O75164; AlphaScreen JMJD2A-Tudor / H3K4me3 peptide binding; Potency, µM (doses to about 114 µM), for inactives: top-dose activity change, negative = inhibition, usual class: inhibitors; 390,000 compounds, 4.4% hits; AID 504339, 2011; note: % is set by controls: 0 for no effect and ±100 for the full control effect; nearly all actives have a fitted effect of over 50% in size
# Target sequence (O75164 whole entry, looked up, the tested form may be a part): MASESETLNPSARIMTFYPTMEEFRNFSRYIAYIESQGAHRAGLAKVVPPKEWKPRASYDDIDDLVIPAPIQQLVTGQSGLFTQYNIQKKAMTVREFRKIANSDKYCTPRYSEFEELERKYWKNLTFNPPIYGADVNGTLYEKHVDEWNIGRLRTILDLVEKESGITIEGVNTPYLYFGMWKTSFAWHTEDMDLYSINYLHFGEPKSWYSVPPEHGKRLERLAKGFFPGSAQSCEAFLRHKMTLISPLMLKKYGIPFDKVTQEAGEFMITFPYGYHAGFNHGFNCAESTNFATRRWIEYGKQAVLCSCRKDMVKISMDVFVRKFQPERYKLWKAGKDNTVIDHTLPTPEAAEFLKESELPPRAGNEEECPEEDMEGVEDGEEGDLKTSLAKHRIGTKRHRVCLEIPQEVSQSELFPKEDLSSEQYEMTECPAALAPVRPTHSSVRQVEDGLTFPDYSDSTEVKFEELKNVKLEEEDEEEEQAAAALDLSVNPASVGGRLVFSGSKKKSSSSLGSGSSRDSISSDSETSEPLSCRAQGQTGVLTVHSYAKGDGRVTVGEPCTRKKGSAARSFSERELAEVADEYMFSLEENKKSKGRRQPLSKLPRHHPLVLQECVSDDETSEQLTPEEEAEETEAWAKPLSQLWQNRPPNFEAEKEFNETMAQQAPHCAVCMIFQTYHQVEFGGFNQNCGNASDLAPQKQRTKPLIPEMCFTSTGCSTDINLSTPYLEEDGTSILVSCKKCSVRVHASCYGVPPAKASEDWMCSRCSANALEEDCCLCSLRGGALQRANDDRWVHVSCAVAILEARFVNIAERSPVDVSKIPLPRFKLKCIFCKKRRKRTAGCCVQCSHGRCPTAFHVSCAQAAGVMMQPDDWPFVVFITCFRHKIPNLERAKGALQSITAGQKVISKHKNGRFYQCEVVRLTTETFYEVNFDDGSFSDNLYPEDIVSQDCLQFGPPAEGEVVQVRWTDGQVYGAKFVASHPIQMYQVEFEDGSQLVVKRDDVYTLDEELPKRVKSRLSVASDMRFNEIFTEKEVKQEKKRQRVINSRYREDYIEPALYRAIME
# BLM inh – qHTS Assay for Inhibitors of Bloom's syndrome helicase (BLM); RecQ-like DNA helicase BLM (Homo sapiens), P54132; recombinant BLM DNA unwinding, fluorescence dequenching; Potency, µM (highest dose often 56.1 µM), inactives show top-dose activity change, negative = inhibition, usual class: inhibitors; 350,000 compounds, 0.2% hits;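 note: plate controls were vehicle for no effect and no enzyme for full effect; nearly all actives have a fitted effect of over 35% in size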
# Active calls of the source: *; i = inactive; ? = inconclusive; · = no result given; & = joins results of further samples; [ ] = remark or other dose. Unless noted, calls come from the whole dose curve; as a rule, active = well fitted curve in the direction sought with a large enough effect; inconclusive = small, poorly fitted or top-dose-only effect, or another doubt; inactive = no such curve, though single readings can be large; an effect the other way counts as inactive or inconclusive. Potency is the fitted concentration of half-maximal effect.
# The first 5 compounds, to show the layout:
nr	BAZ2B block	Pin1 inh	G9a block	Pol iota inh	HP1b binding inh	Tb PGK inh	GLS inh	JMJD2A Tudor	BLM inh	SMILES
1	-37%	?	?	51%[activator]	-12%	-8%	-11%	?	-7%	NC(=S)Nc1cccc2cc3ccccc3cc12
2	-13%	6%	21%	23%	36%	-4%	4%	-6%	0%	COC(=O)c1scc(S(=O)(=O)c2ccccc2)c1N
3	26%	3%	16%	-14%	39%	-3%	-17%	22%	-3%	O=C(OCc1cn(-c2ccc(Cl)c(Cl)c2)nn1)c1ccccc1Cl
4	0%	-1%	1%[59 µM]	3%	-1%	7%	4%	-15%	3%	Cc1ccn2c(=O)c(C(=O)NCc3ccccc3Cl)c(O)nc2c1
5	5%	2%	52%[activator][59 µM]	23%	48%[activator]	2%	-3%	-4%	1%	Cc1ccc(C)c(SCC(=O)Nc2nnc(-c3ccccc3)o2)c1

# This part in full (from the top)
nr	BAZ2B block	Pin1 inh	G9a block	Pol iota inh	HP1b binding inh	Tb PGK inh	GLS inh	JMJD2A Tudor	BLM inh	SMILES
1	-37%	?	?	51%[activator]	-12%	-8%	-11%	?	-7%	NC(=S)Nc1cccc2cc3ccccc3cc12
2	-13%	6%	21%	23%	36%	-4%	4%	-6%	0%	COC(=O)c1scc(S(=O)(=O)c2ccccc2)c1N
3	26%	3%	16%	-14%	39%	-3%	-17%	22%	-3%	O=C(OCc1cn(-c2ccc(Cl)c(Cl)c2)nn1)c1ccccc1Cl
4	0%	-1%	1%[59 µM]	3%	-1%	7%	4%	-15%	3%	Cc1ccn2c(=O)c(C(=O)NCc3ccccc3Cl)c(O)nc2c1
5	5%	2%	52%[activator][59 µM]	23%	48%[activator]	2%	-3%	-4%	1%	Cc1ccc(C)c(SCC(=O)Nc2nnc(-c3ccccc3)o2)c1
6	-2%	-5%	-9%[0.501 µM]	23%	37%	-5%	0%	-14%	·	CC/C=C(\NC(C)=O)c1ccccc1
7	-5%	1%	16%	139%[activator]	27%	-2%	2%	-1%	-3%	CC(=O)N1C(C(=O)O)Cc2c([nH]c3ccccc23)C1(C)C (stereo not given)
8	8%	-2%	15%[59 µM]	11%	19%[57 µM]	6%	1%	-10%	-1%	COc1ccccc1C(=O)NCc1nnnn1-c1ccc(C)c(C)c1
9	-16%	8%	7%[59 µM]	12%	31%	0%	4%	-12%	-2%	CN(C)c1ccc(-c2nc(-c3ccco3)no2)cc1[N+](=O)[O-]
10	-2%	1%	-36%[59 µM]	3%	22%[57 µM]	-10%	-4%	-24%	-5%	CN(C)CCCN(C(=O)c1ccc2c(c1)OCCO2)c1nc2ccccc2s1
11	-14%	0%	23%[59 µM]	24%	5%	-2%	21%	-23%	-3%	CCc1ccc(NS(=O)(=O)c2c(C(=O)N3CCOCC3)c(C)n(C)c2C)cc1
12	-2%	-8%	?	?	21%	-1%	2%	-24%	-20%	O=C(O)c1ccc(/C=C/c2ccc3cccc(O)c3n2)cc1
13	-26%	8%	-44%[59 µM]	?	32%	2%	3%	-27%	-3%	CC(=O)N1c2ccc(S(=O)(=O)Nc3ccc(C)c(Cl)c3)cc2CC1C (stereo not given)
14	-2%	-4%	10%[59 µM]	27%	46%	-8%	-1%	1%	2%	CCOCCCNC(=O)c1cc(Sc2ccc(F)cc2)nc2ccccc12
15	?	8%&6%	?	17%&7%	31%&-18%	-2%&-1%	3%&18%	?	20µM*	COc1ccc(C)cc1Nc1nc(N)c2cc(OC)c(OC)cc2n1
16	·	4%	-7%[59 µM]	-4%	23%	3%	5%	-14%	-9%	CCn1cc(C(=O)NCc2ccccc2)c(=O)c2cc(S(=O)(=O)N3CCOCC3)ccc21
17	17%	?	26%	-27%[58.9 µM]	14%	-10%	0%	-5%	0%	O=C1CN(C(=O)COC(=O)COc2ccc3c(c2)CCC3)c2ccccc2N1
18	?	0%	-9%[2.33 µM]	2%	28%	i	-8%	11%	9%	CCN1C(=O)c2n[nH]c(C(=O)OC)c2C1=O
19	?	?	32µM*	?	-16%	i	10%	-31%	-7%	CCN1CCN(C2=NC(=O)/C(=C/c3ccc(C)o3)S2)CC1
20	-2%	2%	16%[12.7 µM]	·	5%	i	·	15%	-2%	Cc1[nH]c2ccccc2c1C1(O)C(=O)N(C(C)C)c2ccccc21 (stereo not given)
21	1%	-5%	9%[59 µM]	2%	·	i	7%	16%	2%	Cc1c(OCC(=O)OC(C)C)ccc2c3c(c(=O)oc12)CCC3
22	1%[57.1 µM]	-17%	5%	8%	31%[activator]	11%	14%	2%	-2%	CCS(=O)(=O)c1ccc2c(c1)N(S(C)(=O)=O)CC(C(=O)NC1CC1)O2 (stereo not given)
23	-12%	2%	-1%[59 µM]	31%[activator]	14%	-8%	-2%	-19%	-1%	Cc1cc(C)c(C(=O)c2ccc(C(=O)NC(C)(C)C)cc2)c(C)c1
24	11%	-1%	21%	18%	47%[activator]	-9%	-11%	-11%	-4%	COc1cc(NC(=O)C2CCCN(S(=O)(=O)c3cnc[nH]3)C2)cc(OC)c1 (stereo not given)
25	-29%&-34%	-1%&17%	-45%[59 µM]	?	33%&15%	2%&-3%	-3%&3%	-7%&-21%	-8%&-7%	CCOC(=O)N1CCc2c(sc3c2c(=O)n(Cc2ccccc2)c(=O)n3Cc2cccc(C)c2)C1
26	10%	3%	11%[59 µM]	30%[activator]	51%[activator]	3%	-1%	1%	3%	CCC(CC)NC(=O)CSc1nnc(-c2ccc(OC)cc2)n1C(C)C
27	-4%	2%	-24%	36%[activator]	29%	3%	-3%	8%	-1%	COc1cc(=O)[nH]c(SC(C)C(=O)Nc2nc3c(s2)CCCC3)n1 (stereo not given)
28	-2%	6%	?	12%	6%	2%	6%	-15%	-1%	O=C(Cn1cnc2c(cnn2-c2ccccc2)c1=O)N1CCN(c2ccc(F)cc2)CC1
29	-20%	29%	9%[59 µM]	?	15%	4%	20%	-9%	-6%	Cc1cccc(NC(=O)Cn2c(=O)n(CCCS(=O)(=O)C3CCCCC3)c(=O)c3ccccc32)c1
30	4%	?	-4%[59 µM]	119%[activator]	11%	8%	0%	-13%	-3%	CCOC(=O)/C(C#N)=C(C)/C=C1\Sc2ccccc2N1CC
31	-22%	18%	?	11%	19%	-6%	-8%	89µM*	-6%	Cn1c(/C=N/NC(=O)c2ccccc2)nc2ccccc21
32	12%	11%	?	18%	43%[activator]	-6%	-1%	-7%	3%	COc1ccc(-c2nnc3ccc(SCC(=O)N4CCCCC4)nn23)cc1OC
33	?	4%	?	1%	33%	1%	7%	11%	-3%	Cc1cc(C)c(NC(=O)CSc2nnc(SCC(=O)Nc3c(C)cc(C)cc3C)n2N)c(C)c1
34	-22%	3%	?	29%	-6%	12%	?	-18%[11.4 µM]	-6%	COc1ccc(CC(=O)NCc2n[nH]c(=S)n2-c2ccc(Br)cc2)cc1
35	12%	1%	12%	12%	-6%	-6%	-17%	12%[11.4 µM]	1%	Cc1cccc(NC(=O)CCc2ccc(S(=O)(=O)NC3CCCCC3)cc2)c1
36	14%	2%	-28%	16%	25%	i	0%	-14%	·	COc1ccc(CC(=O)Oc2ccccc2C)cc1S(=O)(=O)N1CCOCC1
37	3%	8%	35%	11%	44%[activator]	-23%	-7%	20%	-5%	COc1ccc(C(=O)/C=C/Nc2cc(C)ccn2)cc1
38	-8%	6%	-11%[59 µM]	26%	4%	7%	2%	-23%	-4%	Cc1cccc(C)c1N=C1SC(CC(=O)Nc2c(C)cccc2C)C(=O)N1CCc1ccccn1 (stereo not given)
39	-20%	1%	1%	133%[activator]	37%	-3%	-23%	-3%	-1%	CC(=O)c1ccc(N2CCN(C(=O)CCN3C(=S)NC(C)(C)CC3C)CC2)cc1 (stereo not given)
40	-14%	44%[activator]	-17%[59 µM]	?	-1%	-4%	-8%	-27%	-8%	Cc1cccc(CN2C(=O)c3ccccc3Sc3ccc(C(=O)NCc4ccco4)cc32)c1
41	-37%	-1%	37%[0.501 µM]	13%	2%	7%	18%	-11%	-9%	CCOC(=O)C1C(=O)C=C(c2ccc(Br)cc2)CC1c1ccco1 (stereo not given)
42	50µM*	12%	3%[0.501 µM]	-17%	24%	2%	6%	-22%	·	O=S(=O)(c1ccccc1)N1CCN(c2nc(-c3cccnc3)nc3ccccc23)CC1

# Part of the list above, with two lines to a compound:
# Second line of a record: BAZ2B block, Pin1 inh, G9a block, Pol iota inh, HP1b binding inh, Tb PGK inh, GLS inh, JMJD2A Tudor, BLM inh
34. COc1ccc(CC(=O)NCc2n[nH]c(=S)n2-c2ccc(Br)cc2)cc1
 : -22%, 3%, ?, 29%, -6%, 12%, ?, -18%[11.4 µM], -6%
35. Cc1cccc(NC(=O)CCc2ccc(S(=O)(=O)NC3CCCCC3)cc2)c1
 : 12%, 1%, 12%, 12%, -6%, -6%, -17%, 12%[11.4 µM], 1%

# Some of the compounds tested; the hit share may differ from the screen's.
